S2 tox: cell viability loss in ATXN counter-screen; S2 cells (HEK-293 line with an ATXN2-luciferase reporter) viability, CellTiter-Fluor protease fluorescence, 24 h; Potency, µM (highest dose often 56.7 µM), actives largely listed as cytotoxic; 400,000 compounds, 0.49% hits; note: potency is the fitted concentration of half-maximal effect; nearly all actives have a fitted effect of over 40% in size
HT1080 IDH1KD tx: HT-1080 IDH1 knockdown cell toxicity (counter line). HT-1080 IDH1 knockdown viability, ATP luminescence, 48 h. Potency, µM (highest dose often 46.1 µM), inactives show at the highest dose activity, negative = toxicity, actives largely listed as cytotoxic. 360,000 compounds, 2% hits;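 note: potency is the fitted concentration of half-maximal effect; 0% = DMSO wells and -100% = cell-free medium wells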
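Viability of IDH1-knockdown HT-1080 fibrosarcoma cells was assessed by CellTiter-Glo after 48 h at 37 °C with titrated compound; concentration-effect curves were classified by fit quality and response size.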
HT1080NT lethal: kills 2HG-producing HT-1080-NT fibrosarcoma cells | HT-1080-NT fibrosarcoma viability, CellTiter-Glo ATP luminescence, 48 h | Potency, µM (highest dose often 46.1 µM), for inactives: top-dose activity, negative = less viability, hits mostly cytotoxic | 360,000 compounds, 1.6% hits;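 note: NT is the 2HG producing partner of a matched IDH1 knockdown line; potency is the fitted concentration of half-maximal effect; 0% = DMSO-treated cells and -100% = media-only wells without cells; nearly all actives have a fitted effect of over 55% in size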
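750 cells/well, RPMI + 5% FBS; 2 h settle, compound pin-transfer, 48 h at 37 degrees C. CellTiter-Glo 10 min RT, luminescence. Normalized to DMSO and media-only wells.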
ATXN2 expr inh: ATXN2 expression inhibition; AID 1745845; Potency, µM (titrated, usually from 57 µM), without a hit: top-dose activity change, negative = inhibition, usual class: inhibitors; HEK-293 ATXN2-luciferase reporter, luminescence, 24 h; 360,000 compounds, 0.72% hits; note: potency is the fitted concentration of half-maximal effect; % is set by controls: 0 for no effect and ±100 for the full control effect; nearly all actives have a fitted effect of over 55% in size
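qHTS (up to 57 uM final) was run with 24 h compound exposure of reporter cells at 37 °C. Each well was multiplexed: SteadyGlo luminescence measured ATXN2-luciferase expression after a fluorogenic Gly-Phe-AFC viability readout (25 uM final).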
MCF10A rereplic: DNA re-replication induction in MCF 10a cells; Potency, µM (titrated, usually from 46.1 µM), for inactives: top-dose activity, positive = re-replication, actives largely listed as activators; AID 624296; 350,000 compounds, 2.9% hits; MCF 10A DNA re-replication, Hoechst nuclear intensity, 48 h; note: potency is the fitted concentration of half-maximal effect; % of control where 0% means no effect; nearly all actives have a fitted effect of over 50% in size
KB-3-1 cytotox: kills parental KB-3-1 adenocarcinoma cells; KB-3-1 viability, CellTiter-Glo ATP luminescence, 72 h; Potency, µM (highest dose often 46.1 µM), for the others: at the top dose activity change, negative = cytotoxic, usual class: cytotoxic; 400,000 compounds, 1.4% hits; note: potency is the fitted concentration of half-maximal effect; % is set by controls: 0 for no effect and ±100 for the full control effect; nearly all actives have a fitted effect of over 60% in size
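Cells are dispensed, compounds pinned in, plates held at 37 °C for 72 h, then CellTiter-Glo is added and luminescence read after 10 minutes. Cell line: parental KB-3-1 in phenol-red-free DMEM, 10% FBS.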
SW480 rerep: induces DNA re-replication in SW480 colon adenocarcinoma cells. SW480 DNA re-replication, Hoechst DNA content imaging, 48 h. Potency, µM (top dose mostly 46.1 µM), inactives show at the highest dose re-replication activation, hits mostly activators. 340,000 compounds, 1.8% hits; note: potency is the fitted concentration of half-maximal effect; % of control where 0% means no effect; nearly all actives have a fitted effect of over 55% in size
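Quantitative HTS format with DMSO vehicle controls; 48 hr drug incubation at 37 C, then 40 min Hoechst staining and scanning imager measurement at 405 nm excitation.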
IL-1B inflam inh: inflammasome signaling inhibition, IL-1 beta readout | 360,000 compounds, 4.7% hits | THP-1 LPS/ATP IL-1B secretion, AlphaLISA, 16 h; active compounds read low | activity change, % at 57.5 µM; in the data active = activity change below about -50%; inconclusive = mostly about -30% to -49%; note: % is set by controls: 0 for no effect and ±100 for the full control effect
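Secreted IL-1B measured by AlphaLISA bead assay after 16 h compound exposure of THP-1 cells; compounds (final up to 57.5 uM) added 1 h before LPS (250 ng/mL) and ATP (1.25 mM) stimulation; lower signal means less secretion.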
HepG2 tox: counter-screen for TGF-b inhibitors: cytotoxicity in HepG2 cells; HepG2 CAGA-GFP viability, ATP luminescence, 18 h; Potency, µM (highest dose often 46.1 µM), without a hit: at the highest dose activity change, negative = cytotoxicity, most hits filed as cytotoxic; 410,000 compounds, 0.76% hits; AID 588856; note: potency is the fitted concentration of half-maximal effect; some results filed as inactive show a strong effect at the top dose
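CellTiter-Glo luminescence gave cytotoxicity after 18 hours at 37 degrees C. The cells were HepG2 CAGA-GFP in 1% FBS DMEM, stimulated with 500 pg/mL TGF-beta after compound addition. %Activity was normalised to no-cell wells (complete cell-killing) and DMSO (no toxicity), and curves were fitted and classified.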
* marks the source's active call; other numbers are inactive results; i = inactive; ? = inconclusive; nt = no result given; & = joins results of further samples; [ ] = another dose, or the depositor's remark. Unless noted, calls come from the whole dose curve; as a rule, active = well fitted curve in the direction sought with a large enough effect; inconclusive = small, poorly fitted or top-dose-only effect, or another doubt; inactive = no such curve, though single readings can be large; an effect the other way counts as inactive or inconclusive.

SMILES	S2 tox	HT1080 IDH1KD tx	HT1080NT lethal	ATXN2 expr inh	MCF10A rereplic	KB-3-1 cytotox	SW480 rerep	IL-1B inflam inh	HepG2 tox
CCc1ccc2[nH]c(=O)c(C(c3nnnn3CC3CCCO3)N3CCCc4ccccc43)cc2c1 (stereo not given)	?	-18%	21%	-6%	?	0%	?	?	1%
S=c1[nH]nc(-c2ccncc2)n1/N=C/c1ccccc1Cl	i	-1%	-1%	nt	0%	-5%	-20%	-5	-1%
Cc1ccc(NC(=O)Cn2c(=O)n(-c3ccc(Cl)c(Cl)c3)c(=O)c3c(C)c(C)sc32)c(C)c1	i	nt	nt	6%	nt	8%	nt	nt	-3%
Cc1ccc(N=C2NC(=O)/C(=C/c3cccnc3)S2)cc1C	i	-3%	0%	nt	11%	-19%	105%	0	-5%
CC(Oc1nc2c(c(=O)n(C)c(=O)n2C)n1C)C1CCCCC1 (stereo not given)	i	17%	10%	-25%	14%	-21%	0%	0	0%
COC(=O)c1cn(C(=O)c2cc(Br)ccc2Cl)c2ccccc12	?	16%	9%	-1%	-1%	4%	-4%	61	-9%
O=[N+]([O-])c1cccc(C(O)C23CN4CN(CN(C4)C2)C3)c1 (stereo not given)	i	?	0%	16%	2%	16%	0%	2	26%
CCCCC1CCC(C(=O)N(C)CC(=O)Nc2cccc(F)c2)CC1 (stereo not given)	i	-7%	-2%	-10%	?	-4%	13%	0	-18%
CCN(CC)C(=O)C1CCCN(Cc2ccccc2C(F)(F)F)C1 (stereo not given)	i	8%	-2%	-5%	-189%[0.0737 µM]	-3%	-6%	9	-22%
Cc1ccc(CNC(=O)C2CCCN(c3nc4ccccc4o3)C2)cc1 (stereo not given)	i	3%	0%	2%	-1%	-10%	-3%	-2	-62%
CN(Cc1cc([N+](=O)[O-])ccc1Cl)C(=O)C[n+]1ccccc1	i	8%	20%	-3%	?	-3%	-32%[inhibitor]	2	-13%
COc1cc(OC)c(S(=O)(=O)Nc2ccccc2C(=O)O)cc1S(=O)(=O)Nc1ccccc1C(=O)O	?	6%	6%	0%	2%	1%	-56%[inhibitor]	31	-36%
COc1ccc(N2CCN(c3oc(COc4ccccc4Cl)nc3C#N)CC2)cc1	i	-10%	-2%	-1%	2%	-9%	-3%	?	-11%
CCC(=O)N1CCc2cc(S(=O)(=O)CCC(=O)N(C)c3ccc(OC)cc3OC)ccc21	i	-4%	1%	-10%	-3%	4%	-4%	0	-14%
CCCC(=O)NC(C)c1nc2ccccc2n1CC (stereo not given)	i	2%	-6%	6%	17%	4%	-11%	6	-4%
O=C1CN(CC(=O)Nc2ccc(Cl)cc2)CCN1	i	-5%	-3%	-8%	0%	-5%	-2%	3	2%
Cc1cc(C)n2nc(C(=O)Nc3cccnc3)nc2n1	i	22%	20%	10%	0%	4%	?	-2	19%
CC(C)Cc1ccc(C(=O)NCCOc2ccccc2)o1	i	-4%	3%	2%	-16%	-2%	-17%	-25	1%
O=C(NCC1CCN(Cc2cccc(Cl)c2)CC1)Nc1ccc(F)c(Cl)c1	22µM*	nt	nt	?	nt	?	nt	nt	-113%
O=C1NC[C@H](c2ccccc2)OC(=O)[C@H](Cc2ccc(F)cc2)C/C=C\C[C@H]1CC(=O)N(CCO)Cc1ccccc1	?	?	?	32µM*	?	?	-8%	-60*	-28%

Grouped by structure: the entries above containing a nitro group on carbon
SMILES	S2 tox	HT1080 IDH1KD tx	HT1080NT lethal	ATXN2 expr inh	MCF10A rereplic	KB-3-1 cytotox	SW480 rerep	IL-1B inflam inh	HepG2 tox
O=[N+]([O-])c1cccc(C(O)C23CN4CN(CN(C4)C2)C3)c1 (stereo not given)	i	?	0%	16%	2%	16%	0%	2	26%
CN(Cc1cc([N+](=O)[O-])ccc1Cl)C(=O)C[n+]1ccccc1	i	8%	20%	-3%	?	-3%	-32%[inhibitor]	2	-13%

Continued:
SMILES	S2 tox	HT1080 IDH1KD tx	HT1080NT lethal	ATXN2 expr inh	MCF10A rereplic	KB-3-1 cytotox	SW480 rerep	IL-1B inflam inh	HepG2 tox
Nc1c(-c2ccc(C(F)(F)F)cc2)nc2ncccn12	nt	8%	3%	nt	nt	-16%	nt	5	nt
Cc1nc2ccc(NC(=O)c3cc(S(=O)(=O)N4CCOCC4)ccc3C)cc2s1	i	-8%	-6%	0%	-7%	-16%	0%	-29	0%
CN1C(=O)CCC2(c3ccccc3)CC=C(O)C=C12 (stereo not given)	i	6%	0%	-7%	3%	9%	-2%	-3	-8%
Cc1nc2c(N=Nc3ccccc3F)c(N)nn2c(N)c1C#N	?	?	24%	10%[11.3 µM]	-2%	2%	-7%	20	-13%
O=C(O)c1cc(-c2ccco2)nn1-c1cccc(Cl)c1	i	-5%	-11%	-30%	5%	10%	-9%	60	-4%
CS(=O)(=O)c1ccccc1-c1nnc(NC(=O)CCS(=O)(=O)c2ccc(Cl)cc2)o1	i	12%	11%	15%	103%	12%	2%	10	-19%
CC1CN(C(=O)C2(C)CC2(Cl)Cl)CC(C)O1 (stereo not given)	?	13%	5%	-3%	0%	16%	?	6	21%
COc1ccc(CN(C)C(=O)c2cc(S(=O)(=O)NCc3ccccc3)ccc2C)c(OC)c1	i	-3%	-1%	-25%	7%	1%	-22%	?	-17%
CC(c1nc2ccccc2[nH]1)N(C(=O)Cc1csc2ccccc12)c1cccnc1 (stereo not given)	i	3%	5%	5%	nt	0%	nt	16	-2%
CC[C@]12c3[nH]c4ccccc4c3CCN1C(=O)C(CC(=O)NC/C=C(\C)CCC=C(C)C)C[C@@H]2C(=O)N1CCN(C(=O)C2CC2)CC1 (stereo not given in full)	?	-24%	-3%	?	?	0%	?	?	-2%
CC(=O)Nc1ccc(NC(=O)c2c(C)nn(-c3ccccc3)c2-n2cccc2)cc1	i	nt	nt	8%	nt	-4%	nt	nt	-8%
CCOC(=O)c1[nH]c2ccc(OC)cc2c1NC(=O)c1ccc(OC)c(OC)c1	i	13%	1%	5%	-43%[inhibitor]	?	-42%[inhibitor]	0	-7%
COC(=O)c1c(NC(=O)C2CC(C)=C(C)CC2C(=O)O)sc2c1CCCCC2 (stereo not given)	i	0%	6%	-9%	?	-2%	-9%	7	-7%
CCOc1ccc(NC(=O)CN(C)C(=O)Cc2ccc3c(c2)OCCO3)cc1OCC	i	-2%	-3%	nt	nt	0%	nt	-22	-5%
COc1ccc([C@H]2CC(=O)C=C(c3ccc(-c4ccccc4)c(F)c3)C2)cc1	i	-1%	0%	3%	7%	4%	-6%	6	1%
Cn1c(SCc2ccc(C(C)(C)C)cc2)nnc1C1COc2ccccc2O1 (stereo not given)	i	?	-9%	?	21µM*	?	?	-16	-2%
Cc1ccccc1NC(=O)c1cc2sccc2n1Cc1ccc(F)cc1	i	nt	nt	-9%	nt	8%	nt	nt	-12%
CSCCC(C(=O)NCc1ccccc1)n1c(-c2ccc3c(c2)CCO3)nc2ccccc21 (stereo not given)	nt	-11%	-6%	nt	nt	14%	nt	-14	nt
COc1cccc(C(=O)Nc2ccccc2-c2nnc(-c3cc(OC)ccc3Br)o2)c1	i	nt	nt	8%	nt	3%	nt	nt	-16%
Cc1ccc(NC(=O)C/C(N)=N/O)cc1Cl	i	-8%	-8%	nt	4%	1%	-5%	-14	2%
Cc1sc2nc(CN3CCOCC3)nc(NCCc3ccccc3)c2c1C	i	-1%	-10%	-9%	29%	-1%	-7%	-17	-29%
COC(=O)CCSc1cc(NCCOC(C)=O)c([N+](=O)[O-])c2nonc12	i	?	21µM*	4%	?	-17%&17%	-7%	-97*	-75%&-11%
O=C(CN1C(=O)CCS(=O)(=O)c2ccccc21)Nc1ccc2c(c1)OCCO2	i	8%	12%	5%	-9%	1%	-5%	4	6%
O=C(NCc1ccccc1)C(c1ccc(F)cc1)N1CCN(C(=O)C2CCCO2)CC1 (stereo not given)	nt	21%	8%	nt	nt	8%	nt	0	nt
COc1ccc(N(C(=O)c2cnccn2)C(C(=O)NC2CCCCC2)c2ccc(O)cc2)cc1 (stereo not given)	?	7%	-8%	5%	-9%	13%	-15%	7	-3%
COC(=O)c1ccccc1NC(=O)C1CCN(C(=O)Cc2ccccc2)CC1	i	-1%	-5%	-4%	-19%	7%	-23%	i	0%
CC(C)(C)C(=O)Nc1ccc(S(=O)(=O)N2CCCC2)cc1	i	-9%	0%	3%	0%	0%	0%	23	-3%
CCN(C(=O)COC(=O)c1ccc(OCc2c(C)noc2C)cc1)c1ccccc1	i	-3%	3%	1%	12%	-2%	-1%	-17	-18%
CSc1nc(Sc2ccc(Cl)cc2)c2ccccc2n1	i	15%	18%	5%	6%	4%	-8%	1	5%
COc1cccc(NC(=O)CN(C)C(=O)Cn2c(=O)oc3ccccc32)c1	i	-10%	-17%	-8%	-1%	-3%	6%	-6	-3%
O=C(NC1CCN(S(=O)(=O)c2ccccc2C(F)(F)F)CC1)c1ccco1	i	-2%	0%	15%	-12%	-4%	3%	2	-5%
COc1cccc(NC(=O)CN(C)C(=O)c2ccc(NC3CC3)c([N+](=O)[O-])c2)c1	i	-6%	-3%	-2%	4%	-1%	0%	-4	-13%
COc1ccc(CNC(=S)Nc2cccc(OC)c2)cc1	i	-2%	18%	5%	-9%	-2%	-1%[9.22 µM]	-27	2%
Cc1cccc(N2CCCC2=Nc2ccc(Br)cc2C#N)c1	i	-6%	-5%	-13%	-7%	-9%	-10%	39	-17%
CCCCn1nnc(NC(=S)NC(=O)c2ccc(-c3cccc(Cl)c3Cl)o2)n1	i	1%	-3%	-7%	14%	?	-5%	10	-3%
O=C(Nc1cccc(-c2cccc(Cl)c2)c1)C1CCN(Cc2ccc(CO)o2)CC1	i	16µM*	16µM*	-38%	17%	?	?	-81*	-56%
O=C(OC1CCCCC1=O)c1cc(S(=O)(=O)N2CCOCC2)ccc1F (stereo not given)	i	8%	8%	-10%	-2%	22%	-1%	-2	-3%

Screening data: PubChem BioAssay, National Center for Advancing Translational Sciences (NCATS)
